High-throughput results: PubChem BioAssay, Sanford-Burnham Center for Chemical Genomics
XBP1 UPR activ: activators of adaptive XBP1 UPR arm, primary screen, cell-based, CHO-XBP1 luciferase reporter, luminescence, uHTS. IRE1-XBP1 UPR activation; percent of tunicamycin response, DMSO as zero. activation, % at 20 µM. 330,000 compounds, 0.33% hits. AID 463104, 2010;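 active means versus positive control, 20 µM dose yields 30% or more activation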;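 further: 100% = tunicamycin at 10 µg/mL and 0% = DMSO only wells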
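Material: CHO-XBP1 cells stably carrying IRE1-XBP1-driven luciferase reporter | Medium: F12 with 10% serum | Compound dosing: 20 µM single concentration, DMSO 1% | Incubation: Overnight seeding at 37 °C, 6 h compound treatment at 37 °C | Detection: Steady-Glo luminescence read | Read-out basis: % activation of reporter signal versus tunicamycin and DMSO controls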
Mdm2 MdmX PPI: inhibitors of human Mdm2-MdmX association, primary screen, cell-based, luminescence, split luciferase, SaOS-2, uHTS; Protein Mdm4 (Homo sapiens) + E3 ubiquitin-protein ligase Mdm2 (Homo sapiens), …; SaOS-2 split-luciferase Mdm2/MdmX complementation; inhibition, % at 8 µM; 330,000 compounds, 3% hits;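 active means inhibition of at least 50% at 8 µM in the primary screen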
Target sequence (O15151 whole entry, looked up): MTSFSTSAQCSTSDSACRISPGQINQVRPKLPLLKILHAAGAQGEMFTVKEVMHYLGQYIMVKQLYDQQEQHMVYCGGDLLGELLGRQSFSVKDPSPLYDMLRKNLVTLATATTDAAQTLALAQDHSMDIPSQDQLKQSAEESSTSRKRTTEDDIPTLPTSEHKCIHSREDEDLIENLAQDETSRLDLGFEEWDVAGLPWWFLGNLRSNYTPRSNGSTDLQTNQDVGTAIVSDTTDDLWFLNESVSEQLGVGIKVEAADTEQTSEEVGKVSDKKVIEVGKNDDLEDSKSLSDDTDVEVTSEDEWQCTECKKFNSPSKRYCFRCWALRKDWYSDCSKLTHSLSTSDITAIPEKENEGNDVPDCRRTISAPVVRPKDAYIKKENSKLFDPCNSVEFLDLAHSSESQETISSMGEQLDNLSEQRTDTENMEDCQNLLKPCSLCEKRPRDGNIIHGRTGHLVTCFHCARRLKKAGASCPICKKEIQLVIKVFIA
Target sequence (Q00987 whole entry, looked up): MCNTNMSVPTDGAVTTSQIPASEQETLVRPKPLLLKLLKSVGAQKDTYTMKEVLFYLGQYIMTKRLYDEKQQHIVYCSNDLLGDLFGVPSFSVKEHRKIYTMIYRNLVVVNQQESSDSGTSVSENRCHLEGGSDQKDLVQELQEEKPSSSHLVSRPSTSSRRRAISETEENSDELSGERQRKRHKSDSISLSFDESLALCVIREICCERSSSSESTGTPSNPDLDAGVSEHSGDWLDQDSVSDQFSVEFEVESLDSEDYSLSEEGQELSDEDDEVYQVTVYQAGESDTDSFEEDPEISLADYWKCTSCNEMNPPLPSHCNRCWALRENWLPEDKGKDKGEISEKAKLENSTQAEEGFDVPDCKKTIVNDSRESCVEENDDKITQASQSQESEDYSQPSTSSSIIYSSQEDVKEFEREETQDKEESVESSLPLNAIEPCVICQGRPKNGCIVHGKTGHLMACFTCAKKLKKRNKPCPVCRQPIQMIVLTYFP
tim10-1 inh: growth inhibitors of tim10-1 mutant yeast, primary screen, luminescence, uHTS; 330,000 compounds, 2.2% hits; inhibition, % at 20 µM; S. cerevisiae tim10-1 ts strain growth, BacTiter-Glo, 24 h;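 active means inhibition of at least 40%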;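 further: mutant grown at 25 °C; 0% = DMSO wells with yeast and 100% = wells holding no yeast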
APJ ag: agonists of human apelin receptor APJ, primary screen, CHO-K1 cells, PathHunter beta-arrestin, luminescence; P35414; AID 2520, 2010; 330,000 compounds, 0.11% hits; 0% DMSO wells, 100% apelin; activation, % at 20 µM;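 active means activation more than six SD over the plate average, tested at 20 µM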;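 further: 0% = DMSO alone and 100% = apelin-13 at 10 nM; some results filed as inactive read as strong as hits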
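Assay system – PathHunter CHO-K1 APJ (AGTRL-1) beta-arrestin reporter cells · Compound – one dose, 20 µM compound, 1% DMSO · Timing – compound 90 min 25 °C, reagent 1 h · Measured by – luminescence from split beta-galactosidase complementation, Galacton Star/Emerald II substrate · Measure – beta-arrestin recruitment to APJ as agonist activity, luminescent signal · Benchmarks – DMSO vs Apelin-13 10 nM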
CXCR6 block: CXCR6 receptor inhibitors, primary screen, cell-based, beta-arrestin, luminescence, CHO-K1 PathHunter, 1536-well; inhibition, % at 20 µM; C-X-C chemokine receptor type 6 (Homo sapiens), O00574; AID 602244, 2012; 360,000 compounds, 0.36% hits; in the data active means inhibition above about 34%, passing the limit was not always enough;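 further: antagonist mode with CXCL16 agonist at 10 nM final; 0% = 10 nM CXCL16 with DMSO and 100% = unstimulated wells without agonist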
APJ antagonist: antagonists of human apelin receptor APJ, primary screen, CHO-K1 cells, beta-arrestin complementation, luminescence; P35414; inhibition, % at 20 µM; 330,000 compounds, 0.32% hits;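 active means inhibition above about 40% at 20 µM, limit read from the data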;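 further: cells challenged with 10 nM apelin-13 agonist together with compound; plate controls were apelin-13 plus DMSO wells for no effect and DMSO wells lacking apelin-13 for full effect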
tim23-1 inh: growth inhibitors of tim23-1 mutant yeast, primary screen, luminescence, uHTS | 330,000 compounds, 1.3% hits | inhibition, % at 20 µM | S. cerevisiae tim23-1 growth, BacTiter-Glo luminescence, 24 h;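 active means growth inhibition of the mutant yeast at or above 50%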;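 further: temperature-sensitive mutant grown at 25 °C; plate controls were DMSO-treated mutant yeast for no effect and medium wells lacking yeast for full effect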
UPR CHOP act: activators of apoptotic CHOP UPR arm, primary screen, cell-based, CHO-CHOP luciferase reporter, luminescence, uHTS; UPR activation; percent of tunicamycin response over DMSO baseline; activation, % at 10 µM; 330,000 compounds, 0.34% hits; AID 449763, 2010;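 active means at 10 µM dose, activation of 40% or more, normalized to positive control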;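 further: 100% = tunicamycin at 10 µg/mL and 0% = DMSO alone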
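assay system = CHO CHOP reporter cells | amount = 500 CHO-CHOP cells per well | buffer or medium = F12 with 10% FBS | incubation = 16-18 h cell attachment, then 6 h compound exposure, 37 °C | detection = luminescence read with Steady-Glo | read-out = percent activation relative to tunicamycin control | controls = tunicamycin high control, DMSO low control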
TIM10 inh: growth inhibitors of isogenic TIM10 control yeast, primary screen, counter-screen for tim10-1 yeast inhibitor project, luminescence, uHTS; inhibition, % at 10 µM; S. cerevisiae TIM10 strain growth, BacTiter-Glo luminescence, 24 h; AID 463195, 2010; 330,000 compounds, 1.4% hits;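 active means inhibition of 40% or more at the single tested concentration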;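 further: wild-type TIM10 isogenic control strain grown at permissive 25 °C; 0% = DMSO yeast wells and 100% = minimal medium wells without yeast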
Starred values were filed as active, the others as inactive. These rows are one share of the data; the hit share may differ from the screen's.

SMILES	XBP1 UPR activ	Mdm2 MdmX PPI	tim10-1 inh	APJ ag	CXCR6 block	APJ antagonist	tim23-1 inh	UPR CHOP act	TIM10 inh
CCCCn1c(-c2ccc(Br)cc2F)nc2c1c(=O)[nH]c(=O)n2CC(C)C	-2	16	26	-1	9	17	4	-0.6	24
Cc1ccc(NC(=O)CCn2c(=S)oc3ccccc32)cc1F	0	-3	-17	-5	-2	-2	18	-1.6	6
Cc1c(C(=O)N2CCNCC2)oc2ccccc12	-2	7	6	-1	0	-10	-14	-0.9	-8
CCCN(CCC)CCNC(=O)C(NS(=O)(=O)c1ccc2c(c1)CCC(=O)N2)c1ccccc1 (configuration not stated)	-2	-8	5	-1	-3	11	3	-1.2	4
O=C(c1ccccc1)c1c[nH]c(C(=O)NCCCN2CCOCC2)c1	-1	16	0	-4	4	1	-4	-0.3	-4
CC1(C(=O)N2CC3(CC(c4cccc(NC(=O)CC(c5ccccc5)c5ccccc5)c4)=NO3)C[C@@H]2C(N)=O)CC1 (some centres not stated)	-1	19	-1	7	3	-8	22	1.6	96*
Cc1ccc2c(c1)C1CN(C)CCC1N2CC(=O)N(C)c1ccccc1 (configuration not stated)	-2	21	7	-4	-6	-1	11	0.1	12
Cc1cccc2c(N=O)c(O)n(CCc3ccccc3)c12	-6	28	41*	-3	-2	-23	38	4.2	20
CSc1ccc(/C=N/NC(=O)c2cccs2)cc1	1	-100	-18	2	2	-10	18	5.8	10
CCC(Oc1ccccc1)C(=O)Nc1ccc(S(=O)(=O)NCC2CCCO2)cc1 (configuration not stated)	-4	-2	26	-2	-11	1	-3	-2.3	-2
O=C(NCCN1CCOCC1)C12CC3CC(C1)CC(c1ccccc1)(C3)C2	-5	14	12	-2	2	-2	12	-0.8	5
Cc1ccc(C(=O)Oc2coc(CSc3nnc(NC(=O)c4cccs4)s3)cc2=O)cc1	-1	-16	2	-1	-13	-4	-19	1.2	0
CC(=O)Nc1ccc(NC(=O)c2ccc(COc3ccccc3Br)o2)cc1	-6	12	14	4	3	-10	-2	-1.0	-3
CCCCN1CCC(COC(=O)c2cc(Cl)c(N)c3c2OCCO3)CC1	-6	19	-1	-6	1	-3	-18	0.3	2
CCOc1ccc(C(=O)Nc2ccc(NC(=O)c3cccs3)cc2)cc1[N+](=O)[O-]	10	54*	6	-5	9	10	-4	2.7	5
Nc1c(N2CCCC2)c2ccccc2oc1=O	3	21	9	-9	31	71*	14	-0.2	-7
CN(C)S(=O)(=O)c1cc(NC(=O)Cn2ccsc2=N)ccc1Cl	-2	9	2	-4	2	5	0	-1.7	-12
COc1ccc(C(c2nnnn2C(C)(C)C)N2CCN(C(=O)c3ccco3)CC2)cc1 (configuration not stated)	-7	6	18	-1	0	2	30	2.0	-8
CSCCC(NC(=O)COc1ccccc1)C(=O)OCc1ccc([N+](=O)[O-])cc1 (configuration not stated)	-1	9	1	-3	-1	-62	25	0.9	1
CSCC[C@H](NC(=O)N1CCn2c1nc1ccccc12)C(=O)N[C@H](Cc1ccccc1)C(=O)O	-1	7	-17	-4	-3	1	-11	-0.3	0
COC(=O)COn1c(SCC(=O)OC)nc2ccccc2c1=O	0	18	19	2	-1	16	21	1.0	24
CCCCCNC(=O)c1ccc2c(=O)n(CCCOCC)c(=S)[nH]c2c1	-2	5	16	1	1	14	-19	0.3	-10
COc1ccc(-c2nnnn2C(C)C)cc1	1	16	-4	-3	-11	0	-12	0.1	-6
CCOCCCNC(=O)CN1C(=O)COc2ccc(S(=O)(=O)N3CC(C)CC(C)C3)cc21 (configuration not stated)	-3	11	17	0	0	14	9	1.6	4
Cc1nc2ccccc2c2oc(C(=O)NCc3ccc4c(c3)OCO4)cc12	-4	11	30	-1	-6	-7	16	-0.8	3
COc1cc(C(=O)COC(=O)c2c(C)noc2C)cc(OC)c1OC	5	3	-2	-1	7	9	6	1.3	-1
COC(=O)c1ccc(S(=O)(=O)N2Cc3ccccc3C2)cc1	0	9	10	-4	3	12	1	-0.9	-20
O=C(Cn1cc(-c2nnnn2-c2ccc(Cl)cc2)c(=O)c2ccccc21)c1ccccc1	-1	13	11	1	0	-11	-27	-1.8	14
COC(=O)COc1ccc(NC(=O)c2ccco2)cc1	3	14	8	0	6	8	13	-0.4	3
CCCCn1nnnc1NCc1cc(OC)c(OC)c(OC)c1	-2	0	16	-4	-4	-5	-6	-0.6	-9
CC(C)=C1SC(N2CCN(c3ccc(Cl)cc3)CC2)=NC1=O	-2	21	-14	0	-4	11	0	-1.4	-1
CCC(C)n1c(C)nc2c(c1=O)c1nc3ccccc3nc1n2CCC1=CCCCC1 (configuration not stated)	5	7	35	-1	-7	7	19	1.0	34
Cc1ccc2c(c1)c(C1=c3ccccc3=NC1=O)c(O)n2C	-11	16	50*	1	26	26	52*	28	41*
COCCCNC(=O)c1ccc(CS(=O)(=O)Cc2cccc(C)c2)o1	-2	-17	-4	-1	-5	-8	-1	1.6	4
CC(=O)Nc1cc(NC(=O)CCCC(=O)O)ccc1Cl	1	-13	5	2	-4	13	8	1.1	1
O=c1cc(N2CCOCC2)cnn1-c1ccccc1	0	-16	-12	-1	3	-12	-3	6.6	-3
O=C(O)/C(=C\c1ccco1)NC(=O)c1ccccc1	-1	-4	-8	-1	7	28	4	-1.1	3
O=C1NC(Cc2c[nH]c3ccccc23)C(=O)N1c1ccc(F)cc1 (configuration not stated)	1	-17	14	0	8	2	8	0.3	12
CC(C)(C)C#CCn1c(/C=[N+](\[O-])C2CCCCC2)nc2ccccc21	2	12	26	-5	7	29	39	0.5	18
COc1ccc(/C=N/Nc2ncnc3c2[nH]c2ccc(C)cc23)c(OC)c1OC	6	77*	-1	-2	-8	7	-2	6.2	2

Single records (already shown).
Shown for O=C1NC(Cc2c[nH]c3ccccc23)C(=O)N1c1ccc(F)cc1 (configuration not stated) : XBP1 UPR activ = 1; Mdm2 MdmX PPI = -17; tim10-1 inh = 14; APJ ag = 0; CXCR6 block = 8; APJ antagonist = 2; tim23-1 inh = 8; UPR CHOP act = 0.3; TIM10 inh = 12
Shown for CC(=O)Nc1cc(NC(=O)CCCC(=O)O)ccc1Cl : XBP1 UPR activ = 1; Mdm2 MdmX PPI = -13; tim10-1 inh = 5; APJ ag = 2; CXCR6 block = -4; APJ antagonist = 13; tim23-1 inh = 8; UPR CHOP act = 1.1; TIM10 inh = 1

(continued)
SMILES	XBP1 UPR activ	Mdm2 MdmX PPI	tim10-1 inh	APJ ag	CXCR6 block	APJ antagonist	tim23-1 inh	UPR CHOP act	TIM10 inh
COc1ccccc1N1CCN(C(=O)CSc2nc3ccccc3nc2N2CCC(C)CC2)CC1	-2	5	21	1	26	-2	34	2.0	17
CCCCC(=O)N1CCCC(C(=O)OCC)C1 (configuration not stated)	1	-31	13	-4	-6	10	22	-0.9	2
O=C(Oc1cccc(NC2=NS(=O)(=O)c3ccccc32)c1)c1cccnc1	-3	35	-11	2	4	-3	-8	0.1	8
Cc1ccc2nc(NC(=O)CSc3ncnc4c3oc3ccccc34)sc2c1	0	43	-9	0	6	19	-10	-0.1	-8
COc1ccc(NC(=O)C2CC(=O)n3c(nc4ccccc43)N2)cc1 (configuration not stated)	-1	8	-7	-2	5	15	-14	-1.0	-14
COc1ccc(OC)c(NC2c3ncccc3C(=O)N2Cc2ccco2)c1 (configuration not stated)	0	7	19	-4	-17	-15	6	-0.2	11
COc1ccc([C@H]2CC(=O)C=C(c3cc(C=O)ccc3OC)C2)cc1OC	-3	10	5	0	0	3	19	-0.5	14
Cc1ccc(C)c(S(=O)(=O)N2CCCC2CNC(=O)C(=O)NCc2ccccc2)c1 (configuration not stated)	-4	18	27	-3	3	-10	21	1.0	4
O=C(NCC(O)c1ccccc1)c1cccc(S(=O)(=O)N2CCOCC2)c1 (configuration not stated)	0	16	0	1	6	-27	9	1.8	-5
c1ccc(C2C3=C(CCCC3)Nc3ncnn32)cc1 (configuration not stated)	-2	24	-2	0	-6	8	13	-1.0	7
Cc1cccc(CSC2=NCCN2C(=O)c2ccco2)c1	3	12	25	-4	0	4	24	0.3	14
O=C(NCCc1ccncc1)Nc1ccccc1Cl	-1	14	-18	-3	0	23	-11	0.6	-7
Cc1ccnc(Sc2nc3c(c(=O)[nH]c(=O)n3C)n2CCCc2ccccc2)n1	2	1	17	-2	4	7	11	-0.4	12
Cc1cc(NC(=O)C(C)SCC(=O)OCC(=O)N(Cc2ccccc2)C(C)(C)C)no1 (configuration not stated)	-5	8	13	-2	10	19	30	8.1	6
COc1cc2c(cc1OC)C(Nc1ccc(S(N)(=O)=O)cc1)=NC(C)(C)C2	2	6	-18	-3	-3	9	9	-0.7	-1
CN1CCN(C(=S)Nc2ccc(Oc3ccccc3)cc2)CC1	2	9	12	-3	-4	5	-9	4.3	6
COC(=O)c1cc(C(=O)N(Cc2ccccc2)c2ccccn2)cc([N+](=O)[O-])c1	-2	-9	24	2	1	-5	17	-3.2	6
Cc1nc2c(C#N)c(-c3ccc(Cl)cc3)ccn2n1	0	-14	-2	2	2	-2	-12	4.2	-17
COc1ccc(CCNC2CC(=O)N(C3CCCCC3)C2=O)cc1OC (configuration not stated)	-3	3	19	-2	2	-7	20	-2.5	4
Cc1ccc(SCCC(=O)N(C)CC(=O)Nc2c(C)cccc2C)cc1	-2	7	22	5	2	16	22	-0.4	13
O=c1ccsn1Cc1ccccc1	-1	19	32	-2	28	17	38	4.6	27
CCOC(=O)C1=C(C)N=c2s/c(=C/c3ccccc3)c(=O)n2C1c1ccc(OC)c(OC)c1 (configuration not stated)	11	47	-3	1	11	-3	13	-1.8	-12
NC(=O)C1CCN(C(=O)c2ccc3c(=O)n(Cc4cccc(Br)c4)c(=S)[nH]c3c2)CC1	1	8	1	-4	13	13	15	3.0	6
COc1ccc(OCC(=O)N2CCCC(CO)(CCOc3ccccc3)C2)cc1 (configuration not stated)	-6	-4	29	-3	3	17	28	1.2	-7
COc1ccccc1NS(=O)(=O)c1cc(NC(=O)COc2ccccc2)ccc1N1CCOCC1	-1	-3	9	0	0	-5	14	3.5	7
